SRC2 inh: inhibits human steroid receptor coactivator 2; Q15596; HEK293 GAL4-SRC2 luciferase reporter, luminescence; inhibition, % at 9 µM; 0.17% of 370,000 active;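 active means inhibition above the mean inhibition of all tested compounds plus 3 SD, set per campaign, cut at about 52% in these data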;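 further: 0% = DMSO treated cells and 100% = cells given Gossypol at 36 µM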
NOD2-RIPK2 inh: NOD2-RIPK2 protein interaction inhibition; O43353; CHO BLA complementation NOD2-RIPK2, CCF4 ratio; inhibition, % at 4.98 µM; 0.38% of 360,000 active; AID 624267; in the data active means inhibition above about 21%;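 further: 0% = vehicle only and 100% = reference blocker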
Target sequence (O43353 whole entry, looked up): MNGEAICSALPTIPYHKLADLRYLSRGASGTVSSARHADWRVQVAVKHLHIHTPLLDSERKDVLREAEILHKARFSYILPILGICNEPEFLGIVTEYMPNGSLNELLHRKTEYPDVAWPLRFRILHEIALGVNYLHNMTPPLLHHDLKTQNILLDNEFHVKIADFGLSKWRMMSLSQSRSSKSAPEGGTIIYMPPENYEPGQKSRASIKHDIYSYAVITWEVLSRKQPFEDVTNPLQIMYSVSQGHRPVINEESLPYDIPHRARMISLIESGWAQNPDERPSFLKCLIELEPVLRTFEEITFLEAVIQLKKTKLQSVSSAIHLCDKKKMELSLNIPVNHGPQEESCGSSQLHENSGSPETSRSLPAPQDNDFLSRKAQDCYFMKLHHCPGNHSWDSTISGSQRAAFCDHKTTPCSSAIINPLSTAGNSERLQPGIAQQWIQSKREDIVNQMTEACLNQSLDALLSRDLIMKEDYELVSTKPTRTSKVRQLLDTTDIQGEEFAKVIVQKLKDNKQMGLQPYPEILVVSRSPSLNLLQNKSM
ABHD5 PLIN5 PPI: inhibitors of human ABHD5-perilipin-5 interaction; inhibition, % at 4 µM; 0.78% of 360,000 active; Split G. princeps luciferase complementation, luminescence, 4 h;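 active means inhibition above the mean inhibition across every tested compound plus 3 SD, cut at about 22% in these data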;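 further: 0% = DMSO only wells and the 100% control is not disclosed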
H9c2 protect: modulators protecting cardiomyocytes from myocardial damage; H9c2 cardiomyocytes, H2O2 injury protection, ATPLite, 2 h; protection from H2O2 cell death, % at 20 µM; 0.63% of 360,000 active; AID 588492;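 active means compounds giving at least 50% protection of heart cells from peroxide-induced death in the single-dose screen, raw or plate-pattern-corrected value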;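 further: 0% = DMSO wells with peroxide and 100% = DMSO wells without peroxide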
ABCB6 inh 2: human ABCB6 transporter inhibition; Q9NP58; K562-ABCB6 porphyrin accumulation, flow cytometry, 1 h; hits give low values; fluorescence ratio to DMSO, % at 10 µM; 0.19% of 360,000 active; AID 602162;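 active means fluorescence ratio to DMSO below 75%, the collection mean minus 3 SD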;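 further: signal is porphyrin accumulated inside mitochondria; 100% equals median channel fluorescence of DMSO control wells; lower ratio means ABCB6 inhibition with less porphyrin fluorescence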
TLR9-MyD88 block: TLR9-MyD88 interaction inhibition | Q9NR96+Q99836 | CHO BLA complementation TLR9-MyD88, CCF4 FRET ratio | inhibition, % at 4.98 µM | 0.21% of 340,000 active;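 active means inhibition above the mean over all tested compounds plus 3 SD, cut at about 21% in these data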;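 further: 0% = DMSO only wells and 100% = clavulanate BLA inhibitor control wells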
m5-HT2A agonist: agonists of mouse serotonin 5-HT2A receptor (HTR2A). P35363. CHO-K1 mHTR2A beta-arrestin complementation, luminescence; percent of 30 µM serotonin response. activation, % at 7.6 µM. 0.66% of 360,000 active. AID 624169;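 active means activation above a run cutoff, the mean activation of all tested compounds plus 3 SD, cut at about 14% in these data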;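 further: 0% = plate median of compound wells and 100% = 30 µM serotonin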
Target sequence (P35363 whole entry, looked up): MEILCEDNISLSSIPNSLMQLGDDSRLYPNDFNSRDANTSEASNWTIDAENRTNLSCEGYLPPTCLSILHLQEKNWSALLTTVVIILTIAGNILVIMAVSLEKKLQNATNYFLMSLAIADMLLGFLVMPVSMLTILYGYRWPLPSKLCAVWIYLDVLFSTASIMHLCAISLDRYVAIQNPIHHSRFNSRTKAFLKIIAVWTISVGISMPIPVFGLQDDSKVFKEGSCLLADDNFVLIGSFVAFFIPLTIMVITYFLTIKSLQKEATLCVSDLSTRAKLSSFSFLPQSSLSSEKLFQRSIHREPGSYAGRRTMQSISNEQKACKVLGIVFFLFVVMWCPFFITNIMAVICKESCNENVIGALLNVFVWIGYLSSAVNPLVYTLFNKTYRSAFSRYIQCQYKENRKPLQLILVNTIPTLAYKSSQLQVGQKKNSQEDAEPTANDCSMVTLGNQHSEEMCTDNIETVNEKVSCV
N-glyco inh: blocks N-linked glycosylation in D54 reporter cells. 0.23% of 360,000 active. reporter increase, % at 12.5 µM. D54 ERlucT glycosylation luciferase reporter, 24 h; percent of 100 nM tunicamycin response;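 active means mean luciferase reporter signal, scaled so untreated is 0 and the glycosylation-blocking control 100, at or above a set limit in every replicate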;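 further: luciferase carries N-glycosylation sites so blocking glycosylation raises the light; 0% = median of neutral control wells and 100% = median of 100 nM tunicamycin wells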
MC4R ag barr: human MC4R agonism via beta-arrestin | U2OS MC4R beta-arrestin complementation, luminescence; percent of melanotan II response, DMSO zero | activation, % at 8.9 µM | 0.98% of 360,000 active | AID 540308;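 active means activation above a per-plate cutoff, the mean activation of sample wells on that plate plus 3 SD, cut at about 8% in these data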
MC4R antag cAMP: human MC4R antagonism in cAMP assay; inhibition, % at 6.5 µM; 0.48% of 360,000 active; P32245; MC4R-expressing cells, MTII-stimulated cAMP, LANCE TR-FRET;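 active means inhibition above its plate's cutoff, the mean of tested wells on that plate plus 3 SD, cut at about 29% in these data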;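 further: 0% = Melanotan II alone and 100% = Melanotan II plus saturating MCL0020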
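Assay system: U2OS cells stably expressing human melanocortin 4 receptor (MC4R) / Dosing: 6.5 µM / Timing: compound 30 min, challenge 1 h, detection 1 h / Measured by: Eu-cAMP/anti-cAMP TR-FRET, emission 671 nm / Replicates: singlicate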
* = called active by the depositor; . = no result given. An excerpt (hit frequency here may not be typical).

SMILES,SRC2 inh,NOD2-RIPK2 inh,ABHD5 PLIN5 PPI,H9c2 protect,ABCB6 inh 2,TLR9-MyD88 block,m5-HT2A agonist,N-glyco inh,MC4R ag barr,MC4R antag cAMP
O=C(COc1ccccc1Cl)NCCCNC(=O)c1cccnc1,28,-2,0,-10,97,-6,4,-1,0.1,6
CN1CCN(S(=O)(=O)c2ccccc2)CC1,-45,2,-3,-7,99,1,0,1,-0.3,15
Cc1cccc(C)c1NC(=O)COC(=O)CNC(=O)C1CCCCC1,-11,-12,0,-1,97,11,4,-1,-3.5,12
Cc1nc(NC(=O)C2CC2)sc1C(=O)Nc1cccc(Cl)c1,6,1,4,-2,92,7,3,-2,0.1,6
O=C(NCCc1ccccc1)C1CC(=O)N(C2CCCCC2)C1 (centres undefined),18,-8,1,-10,100,-2,-9,0,-2.5,1
C=CCn1nc(C(=O)OCC)cc1-c1sc(NC(=O)c2ccccc2)nc1C,22,0,4,2,99,10,2,5,-1.0,4
COc1cccc(-c2cc(C(F)(F)F)nc(-n3cncn3)n2)c1,-11,-7,3,4,83,4,2,0,-0.6,7
Cc1cccc(C)c1-n1nnnc1SCSc1nnnn1-c1c(C)cccc1C,-18,-15,5,-14,98,1,-3,-4,8.7*,1
Nc1nc(SCC(=O)Nc2ccc([N+](=O)[O-])cc2Br)n[nH]1,14,-4,2,-1,102,3,1,-3,-1.1,10
CCOc1ccc(NC(=S)NCc2ccc3[nH]c(C)cc3c2)cc1,6,-4,-2,-10,100,-10,1,2,-2.6,10
Cc1ccc(NC(=O)c2ccc(OCc3c(C)noc3C)cc2)nc1,-17,-6,2,-6,93,1,6,0,-0.8,-7
Cc1ccc(NC(=O)CNC(=O)c2cccs2)c(O)c1,-15,6,0,10,100,8,1,4,-4.5,-1
COc1ccc(C2CC(c3c(-c4ccccc4)c4cc(Cl)ccc4[nH]c3=O)=NN2S(C)(=O)=O)cc1OC (centres undefined),-10,7,2,36,98,1,5,4,1.3,12
O=C(CSc1nnc(-c2cccnc2)n1CCN1CCCCC1)Nc1cccc(Cl)c1,-13,-1,2,3,91,1,-2,0,0.7,1
O=C(NCc1cccs1)C(Cc1ccccc1)NS(=O)(=O)c1cccs1 (centres undefined),13,-4,-2,4,96,-4,2,-1,-1.2,5
COc1ccc(-c2ccc(SC)nn2)cc1,-29,-2,-7,-33,103,-9,2,-20,0.2,8
COc1ccc(CN2C(=O)CCC2(C)c2nnnn2-c2ccc3c(c2)OCCO3)cc1OC (centres undefined),-4,-2,0,.,98,.,-2,.,.,.
Nc1[nH]c(=O)[nH]c(=O)c1N=Cc1ccccc1,.,-12,-26,-1,95,-5,8,-1,0.1,-1
COc1ccc(NC(=O)[C@H](C)NC(=O)C2CCN(S(=O)(=O)c3ccc(C)cc3)CC2)cc1,14,3,-1,-3,93,-6,-2,-1,-0.6,24
Cc1nc(CCNC(=O)C2CCC(=O)N(Cc3ccc(Cl)cc3)C2)sc1C (centres undefined),3,-10,-1,-1,97,-4,0,2,0.6,23
O=c1cc(-c2ccccc2)[nH]n1-c1nc2ccccc2[nH]1,-19,-1,-1,13,107,-10,0,41*,-0.2,-2
CC(=O)c1cccc(S(=O)(=O)N(C)C2CCN(C)CC2)c1,1,-12,2,-3,95,3,12,4,-2.6,8
CCOc1cccc(/C=N/N2CCN(c3ccc(Cl)cc3)CC2)c1O,-12,-4,-11,-4,129,0,-3,-2,0.4,32*
O=C(c1ccc2c(=O)n(CCc3ccccc3)c(=O)[nH]c2c1)N1CCN(c2ccc(F)cc2)CC1,-25,-14,-7,10,91,-1,0,-1,2.7,4
COc1ccc(NC(=O)Nc2nnc(-c3ccco3)s2)cc1,-44,-2,-4,-9,100,-2,-3,-2,8.1,0
Cc1ccc(NC(=O)CCC(=O)N/N=C/c2ccc([N+](=O)[O-])o2)cc1C,-5,6,1,5,102,-4,-6,15,-2.6,2
COc1cccc(-n2c(C)nn(CCOc3ccccc3)c2=O)c1,-9,-9,-2,15,98,2,1,1,3.6,23
CC(C)CC1(C)NC(=O)N(CC(=O)Nc2ccc(F)c(F)c2F)C1=O (centres undefined),-28,-7,-3,-5,95,12,3,0,-0.8,2
O=C(O)c1ccc(CS(=O)c2cccc(C(F)(F)F)c2)o1 (centres undefined),5,2,7,0,97,6,4,1,1.9,-5
CC(NC(=O)c1ccc2nc[nH]c2c1)c1ccccc1 (centres undefined),11,4,5,-1,102,-6,-1,5,0.7,11
O=C(NCC(=O)N(c1ccc(F)cc1)C(C(=O)NC1CCCC1)c1cccnc1)c1cccs1 (centres undefined),-8,2,4,-2,95,-1,-2,1,-2.1,11
Cc1ccc(S(=O)(=O)N/N=C\c2ccc(C)o2)cc1,3,-5,4,0,95,0,0,1,-0.8,0
O=C(O)C1CCN(Cc2cccnc2)CC1,5,-1,-1,-7,101,0,-2,2,1.5,14
Oc1c(Br)cc(/C=N/n2c(-c3ccccc3)n[nH]c2=S)c(O)c1Br,.,-4,-3,-6,97,-3,9,0,-0.7,-1
CCOC(=O)C(=CNNc1ccsc1C(=O)OC)C(=O)OCC,-1,-13,6,3,98,9,-2,-2,-1.3,6
CCn1c(SCC(=O)Nc2ccc(C(C)=O)cc2)nc2ccccc21,-44,8,0,-2,97,2,-4,1,-2.2,11
Cc1cc(N2CCN(c3ncccn3)CC2)nc2c(C)cccc12,-16,-9,-1,-2,101,3,0,-3,3.4,-5
CCC(=O)Nc1ccc2c(c1)OC[C@@H](C)NC[C@@H](C)[C@@H](OC)CN(C)C2=O,-6,6,1,.,.,.,4,.,.,.
COc1ccc(C(=O)Cn2c(=N)n(C)c3ccccc32)cc1,-68,0,6,-10,97,-2,-2,-9,-1.9,-4
COc1cccc(/C=N/NC(=O)CN(CCc2ccccc2)S(=O)(=O)c2ccc(NC(C)=O)cc2)c1,6,-4,3,-2,92,-4,-4,-4,-1.8,7
CC(=O)NS(=O)(=O)c1ccc(N=c2ssc3c2-c2cc(C)c(C)cc2NC3(C)C)cc1,-14,7,0,-4,97,-1,1,-2,-1.9,31*
O=C(NCCc1ccccc1)C1Cc2c(-c3ccc(Cl)cc3)ccnc2O1 (centres undefined),-16,8,2,-2,99,.,-1,1,-0.6,3
Cc1cc(NC(=O)CSc2nnc(-c3ccccc3)o2)no1,-26,4,-4,-1,95,-13,5,1,-3.0,6
CCn1ccc(C(=O)NC2CCCC2)n1,-46,-2,2,2,98,-3,0,1,-1.5,-5
O=C1S/C(=C/c2ccccc2F)C(=O)N1CCN=C1NS(=O)(=O)c2ccccc21,2,1,12,-13,99,5,6,-1,-1.9,17
CCCCC(=O)N=c1sc2c(OC)ccc(OC)c2n1C,-5,10,-1,-8,91,-3,6,1,-2.0,9
COc1ccc(OC)c(C(c2nnnn2Cc2ccccc2)N2CCN(C)CC2)c1 (centres undefined),-12,1,4,7,104,3,2,1,-1.1,9
COC(=O)C1CCN(C(=O)COC(=O)Cc2c[nH]c3ccccc23)CC1,5,-3,13,-1,107,6,3,1,1.7,-8
CCOc1ccc(S(=O)(=O)NCCC(=O)NCCOc2ccccc2)cc1,15,-3,2,-2,100,7,-2,-1,-1.2,-1
COC(=O)c1ccc(CSc2nc3ccc(S(N)(=O)=O)cc3[nH]2)cc1,17,5,-8,0,94,-4,1,0,-3.0,3
O=S(=O)(c1ccc(-c2ccon2)s1)N1CCOCC1,-2,-6,-4,-4,97,2,-2,3,-1.4,5
CC1CCCCC1NC(=O)CCCCCn1c(=S)[nH]c2ccsc2c1=O (centres undefined),-4,-1,-8,-1,98,-7,-8,-1,-3.9,1
c1ccc(COc2cccc(-c3cc4nc(NCCc5ccncc5)ccn4n3)c2)cc1,-38,-11,7,31,78,.,1,-7,0.8,13
COc1cccc(NC(=O)c2ccc(-n3cnnn3)cc2)c1,3,16,-3,0,176,-1,1,-4,-1.6,6
O=C(Nc1ccc(C(F)(F)F)cc1)C1=NN(C2CCS(=O)(=O)C2)C(=O)CC1 (centres undefined),-10,-5,9,-3,100,5,0,1,0.1,0
Cc1ccc(F)cc1C(=O)N1CCCCC1c1cc(C(=O)Nc2ccccc2)no1 (centres undefined),-1,-6,1,-3,94,.,-4,0,1.1,24
CC(=O)N1CCN(C(=O)c2ccc(Cl)c(S(=O)(=O)N3CC(C)OC(C)C3)c2)CC1 (centres undefined),-4,-1,11,0,100,3,9,1,1.8,7
COc1ccc(Nc2nc(N)nc(CSc3nc(C)cc(C)n3)n2)cc1,-12,-7,4,-3,97,3,8,3,0.1,2
OCCNc1nc(Nc2ccccc2)nc(Nc2ccccc2)n1,-21,-8,13,-10,97,-2,-8,4,-1.7,-1
Cc1ccc(C(C(=O)NC(C)(C)C)N(C(=O)c2csnn2)c2ccccc2F)o1 (centres undefined),2,-3,-4,8,93,-5,-1,1,-0.4,1

Whole records as entered above. Order of values: SRC2 inh	NOD2-RIPK2 inh	ABHD5 PLIN5 PPI	H9c2 protect	ABCB6 inh 2	TLR9-MyD88 block	m5-HT2A agonist	N-glyco inh	MC4R ag barr	MC4R antag cAMP
Oc1c(Br)cc(/C=N/n2c(-c3ccccc3)n[nH]c2=S)c(O)c1Br is listed with .	-4	-3	-6	97	-3	9	0	-0.7	-1
COc1ccc(OC)c(C(c2nnnn2Cc2ccccc2)N2CCN(C)CC2)c1 (centres undefined) is listed with -12	1	4	7	104	3	2	1	-1.1	9

Remaining list, next part:
SMILES,SRC2 inh,NOD2-RIPK2 inh,ABHD5 PLIN5 PPI,H9c2 protect,ABCB6 inh 2,TLR9-MyD88 block,m5-HT2A agonist,N-glyco inh,MC4R ag barr,MC4R antag cAMP
Cc1cc(C)n2ncc(C(=O)Nc3cccc(O)c3)c2n1,12,-2,-2,7,94,-5,-1,1,-1.6,-6
N/C(=N\S(=O)(=O)c1cc(C(F)(F)F)cc(C(F)(F)F)c1)c1ccncc1,-7,0,-5,-2,96,5,6,-1,-0.9,2
CSCCC(NC(=O)c1ccco1)C(=O)NCCc1ccc(F)cc1 (centres undefined),-1,-6,10,2,108,-6,-2,1,-0.2,3
CN1CC[C@]23c4ccccc4N[C@H]1[C@]21CCN(C)[C@H]3Nc2ccccc21,-21,-7,6,13,91,0,0,-1,-0.7,10
COC(=O)N(C)C[C@H]1OCc2cnnn2CCCC(=O)N([C@@H](C)CO)C[C@H]1C,-12,6,-2,-4,99,-4,-1,2,-0.6,8
Cc1nc2ccccc2c(=O)n1/N=C/c1ccc2ccccc2c1O,.,-2,-4,57*,96,1,-2,-3,-1.3,5
CNc1snc(C)c1C(=O)OCC(=O)NCc1ccccc1OC,6,-4,3,-1,103,-3,-1,0,-0.1,-1
CCCCOC(=O)C1C2C=C[C@]3(CN(C(C)c4ccc(OC)cc4)C(=O)[C@H]13)O2 (some centres undefined),14,1,2,35,100,4,2,1,0.1,10
